# Nrf2 inh: blocks Nrf2 signaling | Potency, µM (top dose mostly 46 µM), for inactives: top-dose activity change, negative = inhibition, actives largely listed as inhibitors | 360,000 tested, 2.1% active | A549 ARE-Fluc reporter, luciferase luminescence, 18-24 h; also: potency is read from the fitted curve at half-maximal effect; % is scaled to controls: 0 for no effect and ±100 for the full control effect; nearly all actives have a fitted effect of over 60% in size
#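 Two sequential reads on A549 ARE_Fluc cells exposed to compound for 18-24 h: a CellTiter-Fluor fluorescence read for viability, then a luciferase luminescence read for Nrf2/ARE activity.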
# A549 tox: kills or reduces viability of A549 cells in Nrf2 counter-screen; A549 ARE-Fluc cells, CellTiter-Fluor viability, 18-24 h; Potency, µM (series often up to 46 µM), inactives show at the top dose activity change, negative = cytotoxicity, actives largely listed as inhibitors; 390,000 tested, 0.16% active; AID 504648; also: potency is read from the fitted curve at half-maximal effect; % is scaled to controls: 0 for no effect and ±100 for the full control effect
#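 Cytotoxicity counterscreen: CellTiter-Fluor fluorescence was measured in A549 ARE_Fluc cells after 18-24 h of compound exposure in a concentration series. The subsequent BugLite luminescent read reports ARE-luciferase activity.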
# HepG2 viability: counter-screen for TGF-b inhibitors: cytotoxicity in HepG2 cells | HepG2 CAGA-GFP viability, ATP luminescence, 18 h | Potency, µM (titrated, usually from 46.1 µM), for inactives: top-dose activity change, negative = cytotoxicity, usual class: cytotoxic | 410,000 tested, 0.76% active; also: potency is read from the fitted curve at half-maximal effect; some results filed as inactive show a strong effect at the top dose
#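 CellTiter-Glo luminescence gave cytotoxicity after 18 hours at 37 degrees C. The cells were HepG2 CAGA-GFP in 1% FBS DMEM, stimulated with 500 pg/mL TGF-beta after compound addition. %Activity was normalised to no-cell wells (complete cell-killing) and DMSO (no toxicity), and curves were fitted and classified.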
# Abeta yeast res: compounds reversing amyloid beta toxicity in yeast. yeast expressing A-beta42, growth rescue, OD600, 48 h; response scale: 0% DMSO, 100% iron-clioquinol control. Potency, µM (highest dose often 46.1 µM), for inactives: at the top dose growth rescue, actives largely listed as activators. 410,000 tested, 0.063% active. AID 1347071; also: potency is read from the fitted curve at half-maximal effect; nearly all actives have a fitted effect of over 55% in size
#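 Growth rescue measured by 600 nm absorbance after 48 h yeast culture at 30 C with compound. Values normalized between DMSO and an equimolar ferric chloride plus clioquinol control.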
# Nrf2 activator: activates Nrf2 signaling | AREc32 ARE-luciferase reporter (MCF7-derived line), luminescence, 24 h | Potency, µM (doses to about 46.1 µM), for inactives: at the top dose activation, most hits filed as activators | 410,000 tested, 0.31% active; also: potency is read from the fitted curve at half-maximal effect; % of control where 0% means no effect; nearly all actives have a fitted effect of over 65% in size
#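 ARE activation measured as luciferase luminescence (Steady-Glo, 30 min RT) in AREc32_Fluc cells after 24 hr compound exposure at 37 deg C, 5% CO2; cells seeded overnight at 1000/well in OPTI-MEM, 5% FBS.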
# CCT modulator: cytosolic chaperonin activity modulation. activity change, % (test concentration not listed), hits read low. 360,000 tested, 0.3% active. purified chaperonin ATPase assay, HTRF ADP detection, 30 min. AID 651819; in the data active = activity change below about -30%; also: % is scaled to controls: 0 for no effect and ±100 for the full control effect
#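 TRiC at 40 or 20 nM final (batch-dependent) in 30 mM Tris pH 7.4, 100 mM KCl, 5 mM MgCl2, 1 mM DTT, with compound at single 76 uM and 10 uM ATP, 30 min at 37 deg C. ADP detected by HTRF Transcreener, 665/615 ratio.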
# TGFb inhibitor: inhibitors of TGF-b signaling. HepG2 CAGA-GFP TGF-b/SMAD3 reporter, GFP fluorescence, 18 h; TGF-beta stimulated, 500 pg/mL final. Potency, µM (titrated, usually from 46.1 µM), without a hit: top-dose activity, negative = inhibition, actives largely listed as inhibitors. 410,000 tested, 1.2% active. AID 588855; also: potency is read from the fitted curve at half-maximal effect; % is scaled to controls: 0 for no effect and ±100 for the full control effect; nearly all actives have a fitted effect of over 65% in size
#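 GFP signal (ex488/em500-530) from TGF-beta-stimulated HEPG2 CAGA-GFP cells, 500 pg/mL final, 18 h at 37 degrees C in DMEM plus 1% FBS, normalized to unstimulated and DMSO-stimulated controls.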
# pAkt inh: Akt phosphorylation inhibition. 360,000 tested, 0.32% active. Neuro2A IGF-stimulated pAkt S473 HTRF, 20 min; hits give low values. AID 651550. activity change, % for hits at 50 µM; in the data active = activity change below about -80%; inconclusive = mostly about -51% to -80%; also: % is scaled to controls: 0 for no effect and ±100 for the full control effect
#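 Single-point screen (50 µM final compound) in Neuro2A cells stimulated 20 min with 6 nM IGF at 37 deg C. After lysis, Ser473-phosphorylated Akt read by HTRF (ex 330 nm, em 615/665 nm) as the 665/615 ratio.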
# MmCpn inh: M. maripaludis TRiC chaperonin inhibition; 330,000 tested, 0.031% active; Potency, µM (highest dose often 76.9 µM), without a hit: at the top dose activity, negative = inhibition, most hits filed as inhibitors; purified Mm-Cpn ATPase, ADP Transcreener TR-FRET; also: potency is read from the fitted curve at half-maximal effect; % is scaled to controls: 0 for no effect and ±100 for the full control effect; nearly all actives have a fitted effect of over 80% in size
#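 ATPase read-out: TR-FRET ADP immunoassay (anti-ADP Eu cryptate vs ADP-d2), ex 320 nm, em 590/665 nm; signal drops as ADP forms. Enzyme 25 nM, ATP 10 uM, 30 min at 37°C after 10 min compound preincubation.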
# Starred values were filed as active, the others as inactive; i = inactive; ? = inconclusive; . = not tested or not shown; & = joins results of further samples; [ ] = remark or other dose. Unless noted, calls follow the shape of the dose curve; as a rule, active = well fitted curve in the direction sought with a large enough effect; inconclusive = small, poorly fitted or top-dose-only effect, or another doubt; inactive = no such curve, though single readings can be large; an effect the other way counts as inactive or inconclusive. Rows were taken by chance. About 4.3% of those tested had a hit in this group.
SMILES,Nrf2 inh,A549 tox,HepG2 viability,Abeta yeast res,Nrf2 activator,CCT modulator,TGFb inhibitor,pAkt inh,MmCpn inh
CC(=O)NNc1ncnc2c1cnn2-c1ccc(C)c(Cl)c1,?,1%,-1%,-10%,2.5%,-0.4,11%,i,4%
Brc1cc2[nH]cnc2c2ccccc12,-24%,4%,-23%,13%,3.7%,-1.3,4%,i,-11%
N#Cc1c(SCC(=O)Nc2cccc(F)c2)sc2c(O)cc(=O)[nH]c12,0%,1%,-17%,-8%,1.9%,-6.3,-10%,i,-15%
COC(=O)c1ccc(CNC(=O)CSC2=NCCS2)cc1,?,1%,-33%,-6%,0.3%,-5.2,-9%,i,0%
C[C@H](CO)N1C[C@H](C)[C@@H](CN(C)S(=O)(=O)c2ccccc2)Oc2ccc(NC(=O)NC3CCCCC3)cc2C1=O,10%,10%,-4%,-26%,-0.6%,-1.9,-2%,i,0%
Brc1cc(Br)c2nc(-c3cccs3)ccc2c1,?,2%,-16%,-3%,?,-2.4,2%,i,-8%
CC(C)N1CCC(N2CCN(Cc3ccc4nonc4c3)CC2CCO)CC1 (stereo unspecified),4%,4%,-1%,-7%,-0.8%,-1.6,4%,i,1%
NCCNC(=O)c1c(NC(=O)c2ccccc2)sc2c1CCCC2,?,-5%,-7%,-10%,1.8%[9.22 µM],2.3,1%,i,-1%
c1ccc(-c2nc(NCc3ccco3)c3ccccc3n2)nc1,21µM*,-26%,-41%,11%,8.3%,-0.9,-26%,i,1%
O=[N+]([O-])c1ccccc1N/N=C/c1c[nH]c2ccccc12,?,-27%,-45%,-20%,3.5µM*,1.0,?,i,-3%
COc1cc(OC)cc(C(=O)NC(=S)Nc2ccc(Cl)c(C(=O)O)c2)c1,1%,1%,-1%,-7%,0.0%,-1.0,0%,i,0%
Cc1ccc(-n2c(SCC(N)=O)nc3c([nH]c4ccccc43)c2=O)cc1,0%,-3%&-1%,-20%&-23%,0%&-8%,-0.7%&2.6%,-1.1,-12%&8%,i,-6%
O=C(CCC1CCCC1)NNC(=O)COc1ccc(Br)cc1,2%,-2%,-1%,-1%,0.3%,-1.9,1%,i,-2%
COCCNC(=O)Cn1cnc2sc(C)c(S(=O)(=O)N3CCC(C)CC3)c2c1=O,24%,0%,-1%,0%,-0.7%,1.2,?,i,1%
CC(C)C(=O)Nc1nnc(S(=O)(=O)N2c3ccccc3CC2C)s1 (stereo unspecified),-2%&-8%,-4%&0%,0%&1%,11%&-4%,-0.1%&-0.8%,0.5,-2%&-1%,i,1%
Cc1ccc(NC(=O)N2CCC(NC(=O)C(C)(C)C)CC2)cc1,9%,4%,-15%,-5%,-0.8%,0.0,-3%,i,1%
O=C(CN1CC(=O)Nc2ccccc21)NCCc1ccc(Cl)cc1Cl,1%,-9%,-11%,-12%,4.7%,0.8,2%,i,-5%
O=C1CC(N2CCC(c3nc4ccccc4[nH]3)CC2)C(=O)N1Cc1ccccc1 (stereo unspecified),11%,-1%,-8%,-22%,0.3%,0.4,7%,i,.
N#Cc1nc(-c2ccc(OCc3ccccc3Cl)cc2)oc1N1CCC(C(N)=O)CC1,9%,-3%,-2%,.,.,.,9%,.,.
O=C(C1=C[C@H](C2CC2)C[C@H](OCc2ccc(CO)cc2)O1)N1CCOCC1,3%,-2%,1%,1%,0.2%,-1.7,-3%,i,.
CC(=O)N1CCN=C1SCc1c(F)cccc1Cl,-3%,2%,18%,-11%,-1.2%,-0.5,-4%,i,1%
COc1ccc(-c2[nH]c(-c3ccc(F)cc3)nc2SCC(=O)NC2CCCC2)cc1,?,-14%,-22%,-9%,0.1%,0.7,?,i,0%
O=C(O)CC1S/C(=N/N=C/c2ccc(-c3ccc(Cl)cc3[N+](=O)[O-])o2)NC1=O (stereo unspecified),5%,-16%,8%,-11%,12%,1.1,-2%,i,-1%
CC1=CC(C)(C)N(C(=O)CN2C(=O)CCC2=O)c2ccc(C)cc21,6%,0%,16%,-9%,-0.7%,1.5,1%,i,2%
CN(CC(=O)Nc1ccc2c(c1)OCO2)S(=O)(=O)c1cccs1,?,0%,16%,-18%,3.0%,-0.1,22%,i,-1%
COc1cc(OC)c(OC)cc1/C=N/NC(=O)CC1C(=O)NN=C1C (stereo unspecified),-6%,0%,-15%,-4%,-0.1%,0.6,1%,i,1%
COC1CCN(C(=O)c2ccc3oc(C(C)C)nc3c2)CC1,14%,-2%,-5%,2%,-0.4%,-1.8,-4%,i,4%
COc1ccc(C(=O)COC(=O)CCc2ccccc2)cc1,2%,2%,-2%,-6%,-0.2%,-1.1,2%,i,0%
Cc1ccn2c(Nc3ccc4c(c3)OCCO4)c(-c3ccc(N(C)C)cc3)nc2c1,?,-12%,-2%,-11%,4.9%,.,6%,.,.
CCn1cnc2cc(NC(=O)COc3ccc(C)cc3)ccc21,2%,1%,13%,-6%,-0.7%,0.9,0%,i,.

# Part of the list above in order of count of non-hydrogen atoms, lowest first:
SMILES,Nrf2 inh,A549 tox,HepG2 viability,Abeta yeast res,Nrf2 activator,CCT modulator,TGFb inhibitor,pAkt inh,MmCpn inh
CC(=O)N1CCN=C1SCc1c(F)cccc1Cl,-3%,2%,18%,-11%,-1.2%,-0.5,-4%,i,1%
COc1cc(OC)c(OC)cc1/C=N/NC(=O)CC1C(=O)NN=C1C (stereo unspecified),-6%,0%,-15%,-4%,-0.1%,0.6,1%,i,1%
N#Cc1nc(-c2ccc(OCc3ccccc3Cl)cc2)oc1N1CCC(C(N)=O)CC1,9%,-3%,-2%,.,.,.,9%,.,.

# Carrying on.
SMILES,Nrf2 inh,A549 tox,HepG2 viability,Abeta yeast res,Nrf2 activator,CCT modulator,TGFb inhibitor,pAkt inh,MmCpn inh
O=C(C1CCCN(S(=O)(=O)c2ccccc2[N+](=O)[O-])C1)N1CCCC1 (stereo unspecified),2%,1%,0%,2%,2.0%,-1.3,7%,i,1%
NC(=O)C1CCN(C(=O)Cn2cccc2C(=O)c2ccccc2)CC1,12%,-5%,1%,0%,-0.4%,-5.2,-6%,i,0%
Cc1cc(C(=O)CSc2nnnn2-c2ccc(O)cc2)c(C)n1Cc1ccc2c(c1)OCO2,?,1%,-1%,13%,3.1%,0.1,?,i,-2%
CC(C)[C@H](COC=O)NC(=O)[C@H]1O[C@@H](n2ccc(N)nc2=O)[C@H](O)[C@@H]1O,.,.,2%,-12%,0.2%,-3.8,-1%,i,.
O=C(NN=C1CCN(Cc2ccccc2)CC1)c1cc(Br)ccc1O,-21%,0%,-24%,-15%,5.2%,-1.0,-30%,i,-17%
c1ccc2c(c1)OCC(c1nn3c(Cn4nnc5ccccc54)nnc3s1)O2 (stereo unspecified),-28%,-12%,-61%,4%,3.0%,-0.8,?,i,-1%
COc1cc(C(=O)Nc2nc(-c3ccc(C)cc3)cs2)ccc1OCC(=O)N1CCOCC1,-26%,7%,-7%,0%,5.7%,1.3,8%,i,-11%
CNC(=O)CSc1nnc(-c2ccco2)n1-c1ccccc1OC,.,-2%,1%,19%,0.2%,-1.3,-10%,.,0%
CCCNc1nc(OC(C(F)(F)F)C(F)(F)F)nc(OC(C(F)(F)F)C(F)(F)F)n1,-8%,-1%,-6%,14%,-0.8%,-0.1,12%,i,-1%
Cc1ccc2c(ccc[n+]2CC(=O)c2ccccc2)c1,8%,8%,1%,3%,0.4%,1.3,-15%,i,?
Cc1ccc(C(=O)NN2C(=O)C3C(C2=O)C2C=CC3C23CC3)cc1 (stereo unspecified),-10%,12%,23%,-8%,-1.0%,-0.8,29%,i,-2%
COC(=O)[C@@]12CCCCN1[C@H](c1ccc(-c3ccc(F)cc3)c(OC)c1)[C@@H]1C(=O)N(C)C(=O)[C@@H]12,?,-17%,-25%,23%,0.9%,0.3,?,i,-1%
Cc1csc(N(C)C(=O)CSc2nnc(COc3ccccc3C)o2)n1,-45%,-6%,-35%,12%,0.4%,-4.7,-10%,.,-2%
O=C1NC(=S)S/C1=C/c1ccc(Oc2cnccn2)cc1,24%,-10%,15%,1%,4.0%,-2.8,2%,i,-4%
CCN1CCN(C(=O)NCc2ccccc2)CC1,21%,0%,3%,-1%,0.1%,-3.6,4%,i,-2%
COc1ccc(C)cc1NC(=O)C(OC(=O)c1cnccn1)c1ccccc1 (stereo unspecified),2%,1%,-29%,7%,2.9%,-5.0,-11%,i,-1%
COc1ccc(C2NC(=O)NC(C)=C2C(=O)OC2CCC(C)CC2)cc1 (stereo unspecified),-25%,-8%,-17%,8%,3.8%,0.6,?,i,1%
COC(=O)C1=C(C)N(Cc2ccccc2)C(=NCc2ccccc2)N[C@H]1c1ccccc1,10%,3%,14µM*,1%,-5.5%,-0.3,?,i,0%&-1%
CC(=O)Nc1ccc(NC(=O)c2oc3ccc4c(c3c2C)C(=O)CC(C)(C)O4)cc1,?,-1%,-2%,-12%,7.3%,.,-19%,.,.
CCCCCCn1c(CNC(=O)c2ccccc2)nc2ccccc21,1%,0%,-25%,29%,-0.3%,.,?,.,.
COc1ccc(N2CCN(C(=O)CCC(=O)N3Cc4ccccc4Oc4ncccc43)CC2)cc1,?,5%,-8%,-1%,2.6%,1.2,-10%,i,-6%
CN1CCN(c2ccccc2NC(=O)c2ccc(OCc3ccccc3)cc2)CC1,.,-3%,-48%,17%,3.6%,-1.0,22%,i,0%
CCOc1ccc(CC(C(N)=O)C(N)=O)cc1CN(C)C,.,13%,-8%,28%,-0.9%,0.0,4%,i,1%

# High-throughput results deposited in PubChem BioAssay by National Center for Advancing Translational Sciences (NCATS).
